# Source: PubChem
# ERp5 block – blocks human ERp5 reductase activity on insulin | Q15084 | ERp5 insulin aggregation, absorbance 650 nm, 90 min | inhibition, % at 9.99 µM | 350,000 compounds, 0.05% hits | AID 651711;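 active = mean replicate inhibition above about 25%, with every replicate also reaching it, limit read from the data, passing the limit was not always enough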
# Target sequence (Q15084 whole entry, looked up): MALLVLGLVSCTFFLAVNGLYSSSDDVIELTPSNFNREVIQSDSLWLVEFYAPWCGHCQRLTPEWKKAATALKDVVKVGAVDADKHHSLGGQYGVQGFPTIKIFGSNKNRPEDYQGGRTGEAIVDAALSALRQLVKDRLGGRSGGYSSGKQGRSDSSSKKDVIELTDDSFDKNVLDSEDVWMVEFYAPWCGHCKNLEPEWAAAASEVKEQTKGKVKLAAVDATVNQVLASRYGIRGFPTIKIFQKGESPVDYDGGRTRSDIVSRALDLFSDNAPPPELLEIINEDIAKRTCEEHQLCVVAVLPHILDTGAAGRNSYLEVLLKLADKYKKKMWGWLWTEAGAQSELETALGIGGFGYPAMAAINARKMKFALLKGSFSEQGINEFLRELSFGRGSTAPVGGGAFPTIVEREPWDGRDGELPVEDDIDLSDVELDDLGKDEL
# ERAP1 inh – ERAP1 (human) enzyme inhibition | Q9NZ08 | 340,000 compounds, 0.15% hits | inhibition, % at 10.7 µM | recombinant ERAP1, Leu-AMC fluorescence, 60 min;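 active = mean replicate inhibition of at least 30%, or all replicates individually reaching that 30% level; inactive = mean below 30% and not every replicate reaching it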;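 also: 0% = neutral control wells and 100% = L-leucinethiol positive control wells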
# esBAF inh – inhibitors of esBAF chromatin remodeling in mouse ES cells; Bmi1-luciferase knock-in reporter, 24 h; 100% = twice the neutral-well signal; reporter increase, % at 12.5 µM; 350,000 compounds, 2% hits; in the data active = activation above about 40%;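 also: 0% = median of the plate's neutral control wells and 100% = double that signal; a rise in the Bmi1 reporter signal indicates esBAF inhibition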
# RAD54 branch – inhibitors of human RAD54 branch migration | Q92698 | inhibition, % at 10.4 µM | AID 602329 | RAD54 Holliday junction branch migration, FAM/BHQ fluorescence | 360,000 compounds, 0.14% hits;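 active = mean normalized replicate activity at least 40 and at least half of replicates scoring 40 or more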;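 also: 0% = median of neutral control wells and 100% = median of positive control wells; inhibitors cause a drop in the FAM fluorescence signal; in these data hits start at about 50%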
# Xi reactivation – reactivates the inactive X chromosome in mouse fibroblasts; XiGFP mouse fibroblasts, % GFP-positive cells imaging, 3 d; cells co-treated with 5-aza-dC sensitizer; scaled so ellipticine positive control = 100%; activation, % at 7.58 µM; 360,000 compounds, 0.055% hits;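 active = mean normalized replicate activation at least 10% and every replicate at or above 10%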;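 also: 0% = median of on-plate neutral control wells and 100% = ellipticine 6 µM median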
#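 Assay system – SV40-immortalized XiGFP fibroblast cells, line 68-5-11 · Buffer or medium – DMEM supplemented with 5-aza-dC as sensitizing agent · Dosing – one concentration, pinned · Benchmarks – positive control ellipticine, 6 µM final · Times – 3 days compound exposure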
# E-sel inducer – induces E-selectin expression in human endothelial cells | HUVEC E-selectin immunofluorescence imaging; normalized: neutral wells 0, TNF-alpha wells 100 | activation, % at 7.58 µM | 260,000 compounds, 0.37% hits | AID 686992;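 active = mean E-selectin-positive cell signal at least 10% of the positive control, reached in at least 60% of replicates, without over 20% cell loss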;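 also: in these data hits start at about 27%; measured in HUVEC primary endothelial cells; signal is the percent of cells scored E-selectin positive by PE staining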
#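 Material: HUVEC primary endothelial cells; Amount: 3,000 cells per well; Dosing: single concentration; Medium: EGM-2 growth medium on 0.1% gelatin-coated wells; Read-out basis: percent E-selectin-positive cells; Signal: immunofluorescence imaging; Control set: TNF-alpha, DMSO.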
# RAD52 inh – RAD52 (human) annealing inhibition | P43351 | recombinant RAD52 DNA annealing, FRET fluorescence | inhibition, % at 18.7 µM | 360,000 compounds, 0.46% hits | AID 651710;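 active = every replicate showing at least 50% inhibition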
# Target sequence (P43351 whole entry, looked up): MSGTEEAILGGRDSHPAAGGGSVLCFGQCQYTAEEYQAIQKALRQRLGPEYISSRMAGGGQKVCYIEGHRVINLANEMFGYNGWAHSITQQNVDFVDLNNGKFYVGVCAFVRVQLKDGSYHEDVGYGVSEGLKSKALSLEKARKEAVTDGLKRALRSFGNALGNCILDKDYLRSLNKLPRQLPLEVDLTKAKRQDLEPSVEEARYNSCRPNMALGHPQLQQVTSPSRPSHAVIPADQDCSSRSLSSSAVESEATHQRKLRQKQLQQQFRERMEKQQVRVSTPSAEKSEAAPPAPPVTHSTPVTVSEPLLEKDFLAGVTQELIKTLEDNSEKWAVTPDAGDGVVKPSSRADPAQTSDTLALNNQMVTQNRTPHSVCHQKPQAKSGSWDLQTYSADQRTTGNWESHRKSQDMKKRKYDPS
# S100A4 inh HTS – inhibitors of human S100A4 binding to myosin IIA peptide; S100A4/TAMRA-MyoIIA peptide fluorescence polarization; inhibition, % at 10.7 µM; 360,000 compounds, 0.14% hits;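 active = mean inhibition of at least 70% across replicates, with every replicate also reaching that level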
# Target sequence (P26447 whole entry, looked up): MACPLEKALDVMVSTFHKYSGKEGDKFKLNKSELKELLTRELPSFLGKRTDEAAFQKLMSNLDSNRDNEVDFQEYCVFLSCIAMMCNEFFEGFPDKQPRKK
#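 Material: human S100A4 monomer with TAMRA-labelled myosin IIA peptide; buffer or medium: HEPES pH 7.2 with CaCl2, KCl, NaCl, DTT, Triton; compound dosing: one concentration per compound; schedule: 5 min incubation before reading; benchmarks: neutral control DMSO, positive control TFP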
# * = called active by the depositor; . = not tested or not shown.
SMILES,ERp5 block,ERAP1 inh,esBAF inh,RAD54 branch,Xi reactivation,E-sel inducer,RAD52 inh,S100A4 inh HTS
COc1ccc(/C=C(/NC(=O)c2ccccc2)C(=O)N2CCC(C)CC2)cc1,3.5,-0.7,1.9,-6.2,-0.1,0.2,-26.4,1.2
Cc1ccc([C@H]2C[C@@H](n3cc(-c4ccc(F)cc4)nn3)[C@H](O)CN2C(=O)C2CCCCC2)cc1,1.0,0.0,-4.0,3.7,0.0,-0.1,-11.2,-0.1
CCn1cc(S(=O)(=O)NCc2ccccc2Br)cn1,6.0,2.0,.,-21.5,0.1,.,-14.4,-12.5
Nc1cnn(C2OC(CO)C(O)C2O)c(=O)n1 (stereo unspecified),5.0,-1.6,5.3,0.4,0.3,0.1,-3.0,-13.3
CCCN(CC(=O)Nc1ccccc1C)C(=O)c1oc2ccc(OCC)cc2c1C,-1.2,0.0,-2.5,-0.5,0.1,-0.5,-18.2,-2.9
C[C@@H]1CN([C@H](C)CO)S(=O)(=O)c2ccc(Br)cc2O[C@H]1CN(C)Cc1ccccn1,2.7,1.2,7.4,3.6,-1.1,-0.6,2.1,4.8
COc1ccccc1N1CCN(C(=O)NCc2ccc(Cl)cc2)CC1,4.6,-2.6,2.2,2.2,0.3,.,-6.9,0.3
Cc1cc(CNC(=O)Cn2nc(C)c([N+](=O)[O-])c2C)c2ccccc2n1,-0.4,-3.0,.,.,0.6,20.6,-19.9,-2.8
CO[C@H]1CN(C)C(=O)c2cc(NC(=O)c3cccc(F)c3)ccc2OC[C@@H](C)NC[C@@H]1C,3.4,-4.6,0.6,-14.9,0.2,-0.1,3.7,0.6
COc1cccc(NC(=O)Nc2ccc3c(c2)C(=O)N(C)C[C@H](OC)[C@H](C)CN[C@@H](C)CO3)c1,1.3,3.1,3.3,3.7,-0.1,0.1,41.3,12.5
COc1ccc(CCNC(=O)C2CCN(S(=O)(=O)c3ccc(C)cc3)CC2)cc1OC,1.3,2.1,-9.5,-9.5,0.0,0.3,-1.0,-0.9
N#C[C@H]1[C@@H](c2ccc(-c3ccc(F)cc3)cc2)[C@H](CO)N1c1nc(-c2ccccc2)cs1,8.0,1.4,-7.0,-12.8,0.0,-0.3,-18.3,-5.6
CN(C)/C=C1\C(=O)NN=C1c1ccccc1,3.4,1.5,-3.1,-8.2,-0.1,.,-16.8,-1.7
CCC(C)NC(=O)COC(=O)Cc1sc(N)nc1-c1ccc(C)cc1 (stereo unspecified),7.2,-0.3,.,.,0.1,.,-32.8,-3.4
CSCC[C@H](N)C(=O)N1CCC(C(=O)N[C@H](C(=O)NCc2ccccc2F)C(C)C)CC1,2.0,3.0,15.7,-5.9,.,.,-5.6,-0.3
CC(=O)N1[C@@H](CO)[C@H](c2ccccc2)[C@@H]1CN(C(=O)c1ccc(F)cc1)C(C)C,-0.6,-2.2,-1.1,1.4,0.2,-0.1,-4.7,-7.1
CCOc1ccc(NC(=S)NNC(=S)Nc2cccc(C(F)(F)F)c2)cc1,3.5,1.3,.,.,0.0,19.3,-8.2,-3.5
C/C(=N\NC(=O)CCC(=O)O)c1c(-c2ccccc2)c2cc(Br)ccc2[nH]c1=O,-8.1,-1.2,.,.,0.0,0.3,-4.9,-3.1
Cc1ccc(C)c(NC(=O)CN(C)C(=O)[C@@H](NC(N)=O)C(C)C)c1,-8.2,-2.5,.,.,0.2,.,-9.2,22.4
Cc1ccc(S(=O)C(c2ccccc2)c2ccccc2)cc1 (stereo unspecified),0.0,-0.4,0.1,-2.9,0.2,0.0,4.9,-2.6

# 3 entries from above, arranged by the number in ERp5 block, largest number first:
SMILES,ERp5 block,ERAP1 inh,esBAF inh,RAD52 inh,S100A4 inh HTS
N#C[C@H]1[C@@H](c2ccc(-c3ccc(F)cc3)cc2)[C@H](CO)N1c1nc(-c2ccccc2)cs1,8.0,1.4,-7.0,-18.3,-5.6
COc1ccc(CCNC(=O)C2CCN(S(=O)(=O)c3ccc(C)cc3)CC2)cc1OC,1.3,2.1,-9.5,-1.0,-0.9
Cc1ccc(S(=O)C(c2ccccc2)c2ccccc2)cc1 (stereo unspecified),0.0,-0.4,0.1,4.9,-2.6

# New compounds follow.
SMILES,ERp5 block,ERAP1 inh,esBAF inh,RAD54 branch,Xi reactivation,E-sel inducer,RAD52 inh,S100A4 inh HTS
O=C(/C=C/c1ccc(Br)cc1)NCCCn1ccnc1,-7.2,-2.8,-1.2,6.3,0.6,0.2,-12.2,-2.8
COc1cccc(N2C(=O)Nc3ccc(Br)cc3C2(O)C(=O)NCCCN(C)C)c1 (stereo unspecified),0.3,2.5,0.0,14.2,0.3,.,-5.1,-1.5
O=C(Cc1ccc([N+](=O)[O-])cc1)N1CCN(c2ccc([N+](=O)[O-])cc2)CC1,4.1,5.8,-0.6,5.1,0.2,-0.3,-6.5,-4.0
CN(CC(=O)Nc1ccc(Cl)c(Cl)c1)C(=O)c1cccc2cccnc12,-13.3,-1.4,0.5,6.5,0.3,-0.5,-30.2,-11.4
COc1ccccc1CCC(=O)OCC(=O)Nc1ccc2[nH]c(=O)[nH]c2c1,3.3,-4.6,-4.5,-9.6,0.1,.,-5.5,-0.1
CCOC(=O)C1(CCc2ccccc2)CCN(C(=O)CCc2cnn(C)c2)CC1,3.2,2.8,8.8,.,0.0,.,-11.8,-2.0
O=C(c1nc[nH]c1C(=O)N1CCc2ccccc2C1)N1CCc2ccccc2C1,8.9,3.4,-7.8,4.4,0.1,0.1,10.0,-0.6
Cc1ccc(S(=O)(=O)N2CCC(C(=O)NCCC3=CCCCC3)CC2)c(C)c1,11.3,1.7,.,-0.8,-0.1,.,-3.2,-8.7
COC(=O)c1sc(=S)n(Cc2ccccc2)c1C,-2.4,-2.4,-6.0,-9.3,0.2,.,-9.7,-3.2
O=C(OCc1cc2ccccc2[nH]c1=O)c1cccc([N+](=O)[O-])c1,0.5,-3.2,.,.,0.0,3.7,-15.2,-0.1

# An excerpt from above, reduced to RAD52 inh:
Molecule	RAD52 inh
COc1ccccc1CCC(=O)OCC(=O)Nc1ccc2[nH]c(=O)[nH]c2c1	-5.5
O=C(Cc1ccc([N+](=O)[O-])cc1)N1CCN(c2ccc([N+](=O)[O-])cc2)CC1	-6.5
COc1cccc(N2C(=O)Nc3ccc(Br)cc3C2(O)C(=O)NCCCN(C)C)c1 (stereo unspecified)	-5.1

# Further records
SMILES,ERp5 block,ERAP1 inh,esBAF inh,RAD54 branch,Xi reactivation,E-sel inducer,RAD52 inh,S100A4 inh HTS
Cc1cccc(N/N=C/c2ccc(O)c(O)c2O)c1,0.2,1.0,.,.,-0.1,.,-9.9,-3.7
CCOC(=O)c1ccccc1OC(=O)Oc1ccccc1C(=O)OCC,0.8,-3.8,-2.7,-3.8,0.0,-0.3,2.9,-1.2
COc1ccc(NC(=O)N(C)C[C@H]2Oc3cc(C#CCC(C)C)ccc3S(=O)(=O)N([C@@H](C)CO)C[C@@H]2C)cc1,8.7,-1.5,2.7,-7.5,0.0,1.1,9.6,1.2
COc1ccccc1S(=O)(=O)N[C@H]1C=C[C@H](CC(=O)NCc2cc(F)cc(F)c2)O[C@H]1CO,-2.4,1.4,-0.6,1.9,-0.4,-0.4,-6.3,9.1
COc1ccc([N+](=O)[O-])cc1NC(=O)CCN1CCOCC1,-1.6,4.5,-1.3,-2.3,0.1,.,0.0,-13.1
CN(C(=O)c1cccc(NC(=O)Cc2ccc(NC(=O)C3CCN(C(=O)C4CCC4)CC3)cc2)c1)C1CCCCC1,3.2,-1.2,-6.6,-5.5,0.3,.,-14.3,-3.4
C[C@@H]1CN([C@@H](C)CO)S(=O)(=O)c2ccc(C3=CCCC3)cc2O[C@H]1CN(C)Cc1ccccc1F,5.2,0.4,-6.0,-9.7,-0.1,0.4,-21.0,4.6
O=C(O)C1CCCC[C@H]1C(=O)Nc1ncc([N+](=O)[O-])s1 (stereo partly specified),-3.8,-0.7,-4.4,-5.2,0.0,-0.1,-7.7,1.5
Cc1oc(-c2ccccc2F)nc1CS(=O)CC(=O)NC1CCCCC1 (stereo unspecified),-6.2,-3.2,-4.9,5.8,0.6,-0.1,-6.5,-5.7
Cc1noc(C)c1COC(=O)c1cc(S(=O)(=O)N2CCOCC2)ccc1Cl,3.3,0.2,-2.1,-6.4,0.0,0.1,-14.3,0.1
CCc1ccc2[nH]c(=O)c(CN(Cc3nnnn3C3CCCC3)C3CCCCC3)cc2c1,1.3,-0.8,8.7,0.2,.,.,-42.1,-7.6
O=C(Cc1ccccc1)N1C[C@@H]2[C@H](c3ccccc31)[C@@H](CO)N2C(=O)c1ccc(F)cc1,5.5,-0.6,7.8,-9.6,0.3,0.6,7.5,-13.1
CC(C)N(C[C@H]1[C@@H](c2ccccc2)[C@H](CO)N1S(C)(=O)=O)C(=O)CN(C)C,-0.8,0.2,10.7,1.1,0.3,0.7,-9.5,0.6
CO[C@@H]1CN(C)C(=O)c2cc(NC(=O)C3CCOCC3)ccc2OC[C@H](C)N(C(C)=O)C[C@H]1C,1.3,-3.2,5.1,-2.7,-0.3,-0.2,-0.6,2.5
COCC(=O)Nc1ccc2c(c1)[C@H]1C[C@@H](CC(=O)NC3CCCC3)O[C@@H](CO)[C@H]1O2,2.9,1.0,3.5,-3.1,0.1,0.0,-9.0,-4.5
O=C(Cc1ccc([N+](=O)[O-])cc1)N1CCCc2ccccc21,-2.1,9.2,.,.,0.0,.,-10.7,-0.4
Cc1ccc(S(=O)(=O)NC(=O)C2(C)CCN2C(=O)c2ccc(C(F)(F)F)nc2C)cc1 (stereo unspecified),1.6,-3.2,1.5,-2.3,0.3,0.0,-8.7,-4.4
N#CC1C(=O)NC(=O)CC12CCCCC2 (stereo unspecified),9.0,-0.1,-9.0,-12.5,0.0,-0.6,-9.5,13.1
C[C@H](CO)N1C[C@H](C)[C@@H](CN(C)C(=O)Nc2ccc(F)cc2)Oc2ccc(NC(=O)CCN3CCOCC3)cc2CC1=O,0.2,-2.0,-4.0,-9.2,0.1,0.6,10.2,-3.9
Cc1cnc(C(=O)N2CCCC(C(=O)c3ccc(C(F)(F)F)cc3)C2)cn1 (stereo unspecified),3.0,-3.2,23.4,.,0.0,.,7.2,0.8
CCn1c(SCC(=O)OCc2ccccc2)nnc1-c1ccco1,7.4,0.4,-1.7,-6.3,.,.,-18.8,0.2
COc1ccccc1-c1cnc2c(c1)C(=O)N([C@@H](C)CO)C[C@@H](C)[C@@H](CN(C)Cc1ccncc1)O2,-1.3,1.0,-3.4,-27.9,-1.3,-0.1,-2.2,12.6
O=C(c1cnccn1)N1CC(=O)N2[C@H](CO)[C@H](c3ccc(C#CC4CCCCC4)cc3)[C@@H]2C1,1.5,1.1,.,.,-0.1,0.1,-4.8,7.3
CCCCCC(O)C=CC1C(O)CC(O)C1CC=CCCCC(=O)O (stereo unspecified),-4.8,0.7,-1.6,-8.7,-0.1,0.4,-7.2,0.8
COc1ccc(S(=O)(=O)N2CC(C)N(C(=O)N3CCOCC3)C2)cc1 (stereo unspecified),-0.1,-2.2,-3.4,-2.5,0.0,0.0,-7.2,-9.6
COc1ccc(C#Cc2ccc3c(c2)O[C@H](CN(C)C(C)=O)[C@@H](C)CN([C@@H](C)CO)S3(=O)=O)cc1,8.0,-1.2,8.0,17.4,-0.9,0.4,1.4,0.6
CCOC(=O)C1CN(S(=O)(=O)c2cc(OC)ccc2OC)C1,2.9,1.2,-1.4,-11.8,0.0,0.5,-0.9,-2.6
